RAD52 inh: RAD52 DNA annealing inhibitors, primary screen, biochemical, FRET, single point, set 2. DNA repair protein RAD52 homolog (Homo sapiens), P43351. recombinant RAD52 DNA annealing, FRET fluorescence. inhibition, % at 18.7 µM. 360,000 compounds, 0.46% hits. AID 651710, 2012;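 active = every replicate showing at least 50% inhibition; inconclusive = mean inhibition at least 50% but not in every replicate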
Target sequence (P43351 whole entry, looked up): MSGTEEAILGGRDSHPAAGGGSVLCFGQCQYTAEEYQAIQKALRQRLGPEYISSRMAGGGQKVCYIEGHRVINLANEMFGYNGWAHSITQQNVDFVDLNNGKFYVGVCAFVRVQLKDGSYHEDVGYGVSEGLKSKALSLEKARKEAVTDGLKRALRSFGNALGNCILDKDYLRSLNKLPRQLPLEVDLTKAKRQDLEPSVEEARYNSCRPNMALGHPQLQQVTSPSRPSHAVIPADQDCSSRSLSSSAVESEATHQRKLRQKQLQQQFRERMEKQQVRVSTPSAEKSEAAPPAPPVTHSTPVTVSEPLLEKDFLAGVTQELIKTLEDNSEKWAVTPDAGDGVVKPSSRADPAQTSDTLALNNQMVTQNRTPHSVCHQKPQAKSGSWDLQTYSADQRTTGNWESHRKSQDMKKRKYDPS
RAD54 branch: inhibitors of human RAD54 branch migration, primary screen, biochemical, fluorescence, single point | AID 602329, 2012 | DNA repair and recombination protein RAD54-like (Homo sapiens), Q92698 | RAD54 Holliday junction branch migration, FAM/BHQ fluorescence | 360,000 compounds, 0.14% hits | inhibition, % at 10.4 µM;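 active = mean normalized replicate activity at least 40 and at least half of replicates scoring 40 or more; inconclusive = only one of the two criteria met; inactive = mean below 40 and under half of replicates reaching 40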;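 note: 0% = median of neutral control wells and 100% = median of positive control wells; inhibitors cause a drop in the FAM fluorescence signal; in these data hits start at about 50%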
EWS-Fli block: EWS/Fli-driven NR0B1 reporter inhibitors, primary screen, A673 cells, NR0B1 luciferase, luminescence, MLPCN library | 350,000 compounds, 0.67% hits | inhibition, % at 12.6 µM | viability-normalised;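 active = mean inhibition of at least 50% after viability correction, with every replicate also passing that limit; inconclusive = mean reaches 50% but only one of two replicates passes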;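 note: firefly luciferase signal divided by Alamar Blue viability fluorescence both relative to DMSO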
FN deposition inh: inhibitors of fibronectin matrix deposition, primary screen, AH1F cells, Alexa488-fibronectin fluorescence, plate reader; 350,000 compounds, 0.086% hits; inhibition, % at 12.6 µM; AID 743247, 2014; AH1F fibroblasts, overnight;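 active = mean inhibition across replicates of 30% or more, regardless of how many single replicates reach that level; inconclusive = mean under 30% yet at least half of replicates reach 30%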;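 note: positive control wells lacked labelled fibronectin entirely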
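Material – AH1F fibroblast monolayer, labelled fibronectin deposition · Reagent – labelled fibronectin 24 nM · Timing – 1 h adhesion, overnight exposure · Measured by – fluorescence at 485 nm excitation, 525 nm emission · Read-out – inhibition of fibronectin deposition signal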
Xi reactivation: activators of inactive X chromosome reactivation, primary screen, imaging, XiGFP fibroblasts, GFP high-content imaging, set 2. XiGFP mouse fibroblasts, % GFP-positive cells imaging, 3 d; cells co-treated with 5-aza-dC sensitizer; scaled so ellipticine positive control = 100%. activation, % at 7.58 µM. 360,000 compounds, 0.055% hits;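 active = mean normalized replicate activation at least 10% and every replicate at or above 10%; inconclusive = only one of the two criteria met; inactive = mean below 10% and not all replicates reach 10%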;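 note: 0% = median of on-plate neutral control wells and 100% = ellipticine 6 µM median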
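System: 68-5-11 XiGFP fibroblast line; Timing: 3 days compound exposure; Compound dosing: one concentration, pinned; Benchmarks: positive control ellipticine, 6 µM final; Buffer or medium: DMEM containing 5-aza-dC.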
esBAF inh: Bmi1 luciferase reporter increase in mESCs, primary screen, esBAF inhibitor project, mouse ES cells, Bmi1 luciferase knock-in, single point; 24 h; 100% = twice the neutral-well signal; reporter increase, % at 12.5 µM; 350,000 compounds, 2% hits; in the data active = activation above about 40%; inconclusive = no clear call, values can overlap the other calls;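 note: 0% = median of the plate's neutral control wells and 100% = double that signal; a rise in the Bmi1 reporter signal indicates esBAF inhibition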
S100A4 MyoIIA: inhibitors of S100A4-myosin IIA peptide binding, primary screen, biochemical, fluorescence polarization, TAMRA-MyoIIA peptide. Protein S100-A4 (Homo sapiens), P26447. inhibition, % at 10.7 µM. 360,000 compounds, 0.14% hits. AID 652163, 2013;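 active = mean inhibition of at least 70% across replicates, with every replicate also reaching that level; inconclusive = mean inhibition reaches 70% but some replicates fall short; inactive = mean inhibition below 70%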
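Material: human S100A4 monomer with TAMRA-labelled myosin IIA peptide; buffer or medium: HEPES pH 7.2 with CaCl2, KCl, NaCl, DTT, Triton; compound dosing: one concentration per compound; schedule: 5 min incubation before reading; benchmarks: neutral control DMSO, positive control TFP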
E-selectin induc: E-selectin induction in HUVECs, primary screen, imaging, HUVEC, immunofluorescence imaging, single point; P16581; normalized: neutral wells 0, TNF-alpha wells 100; activation, % at 7.58 µM; 260,000 compounds, 0.37% hits; AID 686992, 2013;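 active = mean E-selectin-positive cell signal at least 10% of the positive control, reached in at least 60% of replicates, without over 20% cell loss; inconclusive = no rule given, readout overlaps actives, possibly toxicity-flagged; inactive = the rest, including those meeting only one limit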;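 note: in these data hits start at about 27%; measured in HUVEC primary endothelial cells; signal is the percent of cells scored E-selectin positive by PE staining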
Target sequence (P16581 whole entry, looked up): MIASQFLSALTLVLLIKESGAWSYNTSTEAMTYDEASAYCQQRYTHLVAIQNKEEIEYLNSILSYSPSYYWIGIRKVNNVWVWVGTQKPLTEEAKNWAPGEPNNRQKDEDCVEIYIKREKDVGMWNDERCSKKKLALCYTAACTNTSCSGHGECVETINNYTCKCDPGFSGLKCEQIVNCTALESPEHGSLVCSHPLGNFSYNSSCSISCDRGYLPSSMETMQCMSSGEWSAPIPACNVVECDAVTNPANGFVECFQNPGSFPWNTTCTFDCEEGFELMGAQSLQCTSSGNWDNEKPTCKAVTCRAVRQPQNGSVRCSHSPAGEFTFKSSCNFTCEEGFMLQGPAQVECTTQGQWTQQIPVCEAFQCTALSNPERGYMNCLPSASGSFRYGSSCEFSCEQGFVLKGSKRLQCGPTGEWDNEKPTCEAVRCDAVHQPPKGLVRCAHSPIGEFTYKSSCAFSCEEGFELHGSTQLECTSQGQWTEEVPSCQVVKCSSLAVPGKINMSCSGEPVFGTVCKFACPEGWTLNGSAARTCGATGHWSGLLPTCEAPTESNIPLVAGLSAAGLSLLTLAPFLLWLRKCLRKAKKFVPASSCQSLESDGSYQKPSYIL
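Test system: HUVEC | Signal: Immunofluorescence imaging | Read-out: Percent E-selectin-positive cells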
Numbers without * were called inactive; ? = inconclusive; nt = no result given.

SMILES	RAD52 inh	RAD54 branch	EWS-Fli block	FN deposition inh	Xi reactivation	esBAF inh	S100A4 MyoIIA	E-selectin induc
Cc1ccc(S(=O)(=O)Nc2cccc3c2O[C@H](CN(C)C(=O)Nc2ccccc2)[C@@H](C)CN([C@@H](C)CO)C3=O)cc1	-3	-8	2	nt	0.0	5	1	0.1
CNC(=O)C[C@H]1CC[C@H]2[C@@H](COC[C@@H](O)CN2Cc2ccncc2)O1	-3	-3	-8	5	0.2	-2	-22	-0.1
O=C(NCCc1ccccc1)c1ccc(NC(=O)C2CCCCC2)cc1	4	-1	-45	-9	0.5	31	-5	-0.2
COc1cc(CNCc2ccccn2)ccc1OCc1cccc(Cl)c1	0	2	-5	nt	nt	33	-2	nt
CCOc1c(Cl)cc(/C=N/NC(N)=S)cc1OC	-18	-6	-2	-2	0.2	5	-3	-0.2
COc1ccc(NS(=O)(=O)c2ccc(Cl)c(N)c2)cc1Br	-8	-8	-2	-1	0.5	10	-3	nt
CN1CCCCN2[C@@H](CO)[C@@H](c3ccc(C#CC4(O)CCCC4)cc3)[C@@H]2C1	-1	-6	2	nt	0.1	8	92*	-0.3
C/C=C1\COC(C(=O)NCc2ccncc2)(C(F)(F)F)C=C1C=C1CCCCC1 (stereo not given)	-26	-3	2	-5	0.0	-1	1	-0.1
CO[C@H](C(=O)N(C)C[C@@H]1OCc2ccccc2-c2ccccc2C(=O)N([C@@H](C)CO)C[C@@H]1C)c1ccccc1	-11	-4	1	-2	0.3	3	-5	-0.1
O=C1CN(c2nc3ccccc3n3cnnc23)CC(=O)N1CCc1ccccc1	-7	-2	-3	-8	0.3	0	-15	1.5
c1ccc(CN2CCC(Nc3nc(-c4cccnc4)nc4ccccc34)CC2)cc1	28	46	-5	2	0.0	-10	-3	-0.1
C=CCOC(=O)[C@@H]1[C@H]2C(=O)O[C@H](c3ccccc3)[C@H](c3ccccc3)N2[C@H](c2ccc(OCCOC(=O)[C@@H]3C[C@@H]4C(=O)NCC(=O)N4[C@@H]3c3ccc(O)cc3)cc2)[C@@]12C(=O)Nc1ccc(I)cc12	-11	-15	8	nt	nt	nt	4	nt
COc1ccccc1CNC(=O)C[C@@H]1CC[C@@H]2[C@@H](COc3ccc(NC(C)=O)cc3C(=O)N2C)O1	nt	4	3	-10	0.1	2	nt	0.2
CC(=O)N1CC(C)Oc2ccc(S(=O)(=O)NC(CC(=O)O)c3ccc(C)cc3C)cc21 (stereo not given)	-10	3	nt	-4	0.0	4	-3	nt
CCc1c(C)c(C#N)c2nc3ccccc3n2c1NC	-7	nt	7	10	0.1	nt	0	0.2
CC(C)(C)c1ccc(C(=O)N2CCC2(C)C(=O)Nc2cccc3ncccc23)cc1 (stereo not given)	-3	-2	16	0	-0.1	4	-2	0.3
Cc1cc(NC(=O)c2ccc(C)c([N+](=O)[O-])c2)no1	-7	nt	-7	15	0.4	nt	-1	nt
CCCCN(C(=O)CSCc1c(C)noc1C)c1c(N)n(CCC)c(=O)[nH]c1=O	-17	8	0	-3	0.2	6	-9	1.5
O=S(=O)(N/N=C/c1ccccc1F)c1ccccc1	-4	nt	3	-19	0.2	nt	2	nt
COc1ccc(-c2nn(-c3ccccc3)cc2/C=C/C(=O)OCC(=O)Nc2ccccc2C#N)cc1	-12	nt	2	-4	0.2	nt	0	4.9
COc1cccc(NC(=S)N2CCN(S(=O)(=O)c3ccccc3)CC2)c1	-11	5	nt	1	0.2	nt	2	-0.1
Cc1cc(NC(=O)c2cccc(C)c2[N+](=O)[O-])no1	-5	0	1	7	0.0	16	5	nt
C[C@H]1CN([C@@H](C)CO)C(=O)Cc2cc(NC(=O)NC3CCCCC3)ccc2O[C@H]1CN(C)S(=O)(=O)c1cccs1	-9	1	6	1	-1.2	-3	-7	0.0
CCN(CC)S(=O)(=O)c1cccc(NC2=NCCCCC2)c1	-7	2	7	1	0.2	-1	-3	-0.1
C[C@H]1CN([C@@H](C)CO)C(=O)c2cc(NC(=O)NC3CCCCC3)ccc2O[C@H]1CN(C)C(=O)Nc1ccc2c(c1)OCO2	3	0	6	1	0.2	1	4	0.1

Continuation:
SMILES	RAD52 inh	RAD54 branch	EWS-Fli block	FN deposition inh	Xi reactivation	esBAF inh	S100A4 MyoIIA	E-selectin induc
O=C(NCC[C@H]1CC[C@H](NS(=O)(=O)Cc2ccccc2)[C@@H](CO)O1)C1CC1	2	-2	1	-20	-0.5	2	-7	0.8
COc1ccc(OC)c(C(=O)N(C)C2CCCN(Cc3ccccc3F)C2)c1 (stereo not given)	-3	6	-3	27	0.3	7	16	0.1
CC(C)NC(=O)N(C)C[C@H]1OCCCC[C@@H](C)Oc2ccc(NC(=O)CCC(F)(F)F)cc2C(=O)N([C@@H](C)CO)C[C@@H]1C	9	5	nt	-1	0.0	nt	-5	-0.1
CN1CCCCN2[C@H](CO)[C@@H](c3ccc(-c4ccc(F)cc4)cc3)[C@H]2C1	20	5	-3	4	0.1	0	-1	-0.3
COc1ccc(NC(=O)C(Br)C(C)C)cc1 (stereo not given)	-15	nt	3	1	0.6	nt	1	9.2
COc1ccc(NC(=O)COC(=O)c2cccc(S(=O)(=O)N(C)C)c2)cc1	-11	0	7	4	0.0	10	-6	2.0
COc1ccc(-c2nn(-c3ccccc3)cc2C(=O)NC(=S)Nc2cc(Cl)ccc2Cl)cc1	0	nt	12	-7	?	nt	1	nt
C[C@H](CO)N1C[C@H](C)[C@@H](CN(C)C(=O)c2cccnc2)Oc2ncc(C3=CCCC3)cc2C1=O	-7	-7	-6	nt	0.0	0	-4	-0.2
CN(Cc1ccco1)c1ncnc2ccc(-c3ccc4c(c3)OCO4)cc12	2	6	3	1	0.0	-3	8	0.9
COc1ccc(-c2nc(CS(=O)CC(=O)NC3CCCCCC3)c(C)o2)cc1 (stereo not given)	-19	nt	nt	4	0.0	nt	4	0.2
COc1cccc(C=NNc2ccc([N+](=O)[O-])cn2)c1OC	-28	2	-80	-3	0.5	nt	-1	0.0
CC(C)c1cn(CC[C@H]2CC[C@H](NC(=O)C3CCCC3)[C@H](CO)O2)nn1	-12	-7	-4	11	0.0	-9	-2	-0.1
Cc1ccc(NC(=O)C(C)C(=O)Nc2ccc(C)cc2)cc1	6	nt	-5	2	0.0	nt	0	nt
COc1ccc(C(CNC(=O)c2ccc(-c3ccccc3Cl)o2)N2CCCC2)cc1 (stereo not given)	-27	-14	-1	-2	0.0	17	-5	-0.2
Cc1ccccc1CN1C(=O)C(C)S/C1=N/N=C/c1ccco1 (stereo not given)	-42	nt	-4	-7	0.3	nt	-5	6.9
C[C@@H]1CN([C@H](C)CO)C(=O)c2cc(N(C)C)ccc2O[C@@H](C)CCCCO[C@@H]1CN(C)Cc1ccc2c(c1)OCO2	9	-1	4	nt	-1.1	-5	5	0.0
Cc1ccc(S(=O)(=O)N(C)C[C@H]2Oc3ccc(NC(=O)Nc4ccc(F)cc4)cc3CC(=O)N([C@@H](C)CO)C[C@@H]2C)cc1	-3	6	-14	nt	2.2	0	-2	0.6
CCOC(=O)C1=C(COC(=O)c2ncc(Cl)c(Cl)c2Cl)NC(=O)NC1C (stereo not given)	-22	0	2	-8	0.0	nt	-5	nt
COc1cc(/C=N/Nc2nc3ccccc3s2)ccc1O	-5	7	-6	-3	0.2	nt	2	-0.4
COc1ccc(S(=O)(=O)N2CCC(C(=O)N3CCOCC3)CC2)cc1Cl	-14	4	-26	-1	0.0	-13	-1	-2.9
CC(C)=C(NC(=O)c1ccccc1)C(=O)Nc1cccc(C)c1	-7	0	1	-3	-0.1	-9	-1	-0.1
COc1cc(-c2cc3nc4ccccc4n3c(N)c2C#N)cc(OC)c1OC	-13	nt	15	-12	1.5	-7	-1	-0.3
C/C=C/c1ccc([C@H]2[C@@H](CNC(C)C)N(Cc3cccnc3)[C@H]2CO)cc1	-6	-2	-4	3	0.1	-2	-6	0.0
COc1ccc(S(=O)(=O)Nc2ccc3c(c2)C(=O)N([C@H](C)CO)C[C@H](C)[C@@H](CN(C)S(=O)(=O)c2ccc(F)cc2)OCCCC[C@H](C)O3)cc1	-48	-3	-5	nt	0.1	0	-6	0.3
N#CCC(=O)Nc1ccc(C(=O)Nc2ccc3c(c2)OCO3)cc1	-10	-14	-23	-11	-0.3	18	5	3.2

Three compounds already listed, arranged by their value in esBAF inh, smallest number first.
mol | esBAF inh
C/C=C/c1ccc([C@H]2[C@@H](CNC(C)C)N(Cc3cccnc3)[C@H]2CO)cc1 | -2
COc1ccc(NC(=O)COC(=O)c2cccc(S(=O)(=O)N(C)C)c2)cc1 | 10
COc1ccc(C(CNC(=O)c2ccc(-c3ccccc3Cl)o2)N2CCCC2)cc1 (stereo not given) | 17

(list continues)
SMILES	RAD52 inh	RAD54 branch	EWS-Fli block	FN deposition inh	Xi reactivation	esBAF inh	S100A4 MyoIIA	E-selectin induc
COc1nc(-c2ccccc2)nc(C)c1CC(=O)O	-16	-5	7	6	0.1	-2	5	0.0
Cc1ccccc1S(=O)(=O)N1[C@@H](C#N)[C@H](c2ccc(C#CC3CCCC3)cc2)[C@@H]1CO	-45	nt	-2	-9	-0.1	nt	-11	0.0
COc1ccc(N2CCN(C3C(=O)Nc4ccccc4-n4nnnc43)CC2)cc1 (stereo not given)	-1	nt	-6	-4	0.0	nt	1	1.9
CCCNC(=O)C[C@H]1C[C@H]2c3cc(N(C)C)ccc3O[C@H]2[C@H](CO)O1	-113	nt	-1	-1	0.1	nt	-7	-0.7
COc1cc(CNCCO)ccc1OCC(=O)Nc1ccc(Br)cc1	-38	8	nt	-4	nt	1	-1	nt
O=C(OC1CC2CC1[C@H]1CCCCN1C2=O)N1CCN(C(=O)c2ccccc2)CC1 (stereo not given in full)	-7	nt	4	5	-0.1	nt	1	nt
Cn1c(=O)c(C(=O)Nc2ccccc2S(N)(=O)=O)c(O)c2ccccc21	-14	1	-55	-8	-0.1	52*	7	nt
CN(C)S(=O)(=O)c1cc(NC(=O)COC(=O)c2nc(Cl)ccc2Cl)ccc1Cl	-27	-3	-1	5	-0.1	8	-4	6.3
CN(C)C(=O)[C@H]1[C@H](CO)[C@H]2Cn3c(ccc(C4=CCCC4)c3=O)[C@H]2N1Cc1ccc2c(c1)OCO2	-29	-5	12	nt	0.4	-1	5	-0.2
CC1(C)CC2CC(C)(CN2S(=O)(=O)c2ccc(F)cc2F)C1 (stereo not given)	-11	nt	6	-1	0.0	-2	-2	-0.9
COC(=O)[C@@]12C[C@@H](CC(=O)N3CCCCC3)C(=O)N(Cc3ccccc3)C1=CCC(C)(C)C2	16	nt	-14	-3	0.1	nt	0	-0.3
